High-throughput results (PubChem)
miR122 inh: blocks miR-122 activity in Huh7 sensor cells; Huh7 miR-122 Renilla luciferase sensor, 48 h; neutral wells = 0, positive control = 100; activation (reporter increase), % at 12.5 µM; 0.3% of 340,000 active; AID 602342;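 active = mean replicate activation score at least 90 and every replicate individually at or above 90; inconclusive = only one of the two criteria met; inactive = neither criterion met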;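 also: higher luciferase means less miR-122 activity so hits act as miR-122 inhibitors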
F508del corr: correctors of CFTR F508del function in bronchial epithelial cells; CFBE cells, YFP halide quenching; stimulated with forskolin plus potentiator P3; % fluorescence drop versus neutral controls; activity (quench increase), % at 7.58 µM; 0.36% of 350,000 active;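 active = mean added fluorescence quench of at least 8% versus neutral control, with both replicates also reaching 8%; inconclusive = only one of the mean or replicate conditions met; inactive = mean below 8% and not both replicates reaching 8%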;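 also: cells transiently co-express mutant CFTR-F508del with the halide-sensitive YFP; corrector assay measuring rescue of mutant channel to the surface after 24 h compound exposure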
DENV2 CPE rescue: protects cells from dengue virus 2 cytopathic effect | CPE inhibition, % at 9.99 µM | 1.7% of 350,000 active | DENV2-infected cells, cytopathic effect rescue, plate reader | AID 651640; in the data active = CPE inhibition above about 20%, passing the limit was not always enough; inconclusive = no clear call, values can overlap the other calls; tested in BHK-21 cells;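 also: 0% = median of neutral control wells and 100% = median of positive control wells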
PAX8 inh HTS: lowers PAX8-driven luciferase in RMG-I cells; RMG-I TPO-luciferase reporter, SteadyGlo, 24 h; inhibition, % at 12.6 µM; 1.2% of 360,000 active; AID 652154;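 active = mean replicate inhibition at least 60% with every replicate also reaching 60%; inconclusive = only one of the two criteria is met; inactive = mean below 60% and not all replicates reaching 60%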;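 also: luciferase light reporting Pax8 driven TPO promoter activity; plate controls were median of neutral control wells for no effect and mitoxantrone controls for full effect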
INS-1E GSIS act: GLuc luminescence reporter in INS-1E cells, primary screen for activators of glucose-dependent secretion of insulin; AID 743287; INS-1E GLuc reporter insulin secretion, 2-3 h; 0.61% of 370,000 active; activation, % at 16.6 µM;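 active = lowest replicate activation of at least 40%, so every replicate reaches that level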;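 also: 0% = median of neutral control wells and 100% = median of IBMX positive control wells; some compounds called inactive have numbers as strong as hits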
EWS-Fli inh: EWS/Fli transcriptional activity inhibition; A673 NR0B1-luciferase reporter, viability-normalised; inhibition, % at 12.6 µM; 0.67% of 350,000 active; AID 651661;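 active = mean inhibition of at least 50% after viability correction, with every replicate also passing that limit; inconclusive = mean reaches 50% but only one of two replicates passes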;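 also: firefly luciferase signal divided by Alamar Blue viability fluorescence both relative to DMSO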
FN deposit inh: fibronectin deposition inhibition | AH1F fibroblasts, Alexa488-fibronectin deposition fluorescence, overnight | AID 743247 | inhibition, % at 12.6 µM | 0.086% of 350,000 active;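 active = mean inhibition across replicates of 30% or more, regardless of how many single replicates reach that level; inconclusive = mean under 30% yet at least half of replicates reach 30%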;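 also: positive control wells lacked labelled fibronectin entirely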
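Assay system: AH1F fibroblasts assembling fluorescent fibronectin matrix; Amount: 10000 AH1F cells per well; Buffer or medium: DMEM, 2% serum; Probe or stimulus: Alexa488-fibronectin, 24 nM final in well; Doses: single compound dose, delivered by pin transfer; Incubation: 1 h adhesion, overnight exposure; Measured by: fluorescence 485/525 nm; Read-out: fibronectin deposition inhibition.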
Numbers without * were called inactive; ? = inconclusive; / = not tested or not shown; & = joins results of further samples; [ ] = dose if it differs, or a comment.

SMILES	miR122 inh	F508del corr	DENV2 CPE rescue	PAX8 inh HTS	INS-1E GSIS act	EWS-Fli inh	FN deposit inh
COc1cc(OC)cc(-c2c(C#Cc3ccsc3)c3cc(-c4ccc(SC)cc4)ccc3n2C)c1	-2	-1.7	-1	8	6	-6	-14
COC(=O)c1nc[nH]c1[N+](=O)[O-]	/	1.2	7	/	8	-2	0
CCOC(=O)c1sc(NC(=O)CCN2C(=O)C3CCCCC3C2=O)cc1C (configuration not stated)	/	-3.0	1	-19	3	4	3
Cc1ccc(OCC(=O)NC(C)c2ccccc2)cc1 (configuration not stated)	-3	0.1	-6	5	47*	1	-3
Cc1ccc(NC(=O)CCNS(=O)(=O)c2cccc3nonc23)cc1Cl	9	1.5	-3	13	-12	-3	-8
COc1ccc(CN(C)C[C@H]2OCCCC[C@H](C)Oc3ccc(NC(=O)C4CCCCC4)cc3C(=O)N([C@H](C)CO)C[C@@H]2C)cc1	16[16.7 µM]	0.9	1	-4	-22	/	2
Cc1ccc(-c2csc(NC(=O)c3cccc([N+](=O)[O-])c3)n2)cc1	-5	/	/	-8	/	/	-2
O=C(N[C@@H]1CC[C@@H](CCNC(=O)c2ccccc2F)O[C@H]1CO)c1ccc2c(c1)OCO2	/	-2.8	-6	2	-3	-3	-1
CNC[C@H]1Oc2cc(Br)ccc2S(=O)(=O)N([C@@H](C)CO)C[C@H]1C	-2[16.7 µM]	-0.5&0.3&-1.6	15&-3&-11	-14&2	1&10	-12&-5&7	-2
CCCNC(=O)Nc1ccc2c(c1)OC[C@H](C)N(C(=O)C1CC1)C[C@@H](C)[C@@H](OC)CN(C)C2=O	/	-2.9	?	-9	0	-4	-8

Some of the entries above in another layout.
Under each structure – miR122 inh	F508del corr	DENV2 CPE rescue	PAX8 inh HTS	INS-1E GSIS act	EWS-Fli inh	FN deposit inh
Cc1ccc(OCC(=O)NC(C)c2ccccc2)cc1 (configuration not stated)
    -3	0.1	-6	5	47*	1	-3
Cc1ccc(NC(=O)CCNS(=O)(=O)c2cccc3nonc23)cc1Cl
    9	1.5	-3	13	-12	-3	-8

(further entries)
SMILES	miR122 inh	F508del corr	DENV2 CPE rescue	PAX8 inh HTS	INS-1E GSIS act	EWS-Fli inh	FN deposit inh
COc1ccc(CNC(=O)C[C@@H]2C=C[C@H](NC(=O)c3cccc(F)c3)[C@@H](CO)O2)cc1	/	-0.6	0	11	1	-5	2
OC[C@@H]1[C@H](c2ccc(C#Cc3ccccc3)cc2)[C@@H]2CN(CC3CCOCC3)CCCCN12	3[16.7 µM]	-3.3	-5	-11	-9	-10	/
O=C(NCc1ccc(F)cc1)[C@H]1N[C@H]2c3ccc(-c4ccccc4)c(=O)n3C[C@H]2[C@@H]1CO	/	/	-3	/	-11	-1	/
O=C(C[C@@H]1C=C[C@@H](NC(=O)Cc2cccnc2)[C@H](CO)O1)Nc1ccc(-c2ccccc2)cc1	/	1.3	19	3	12	-4	16
O=C(c1ccco1)N1CCC2CC1c1c(Cl)cccc12 (configuration not stated)	6	3.1	0	4	-2	-11	/
CC1Cc2ccccc2N1C(=O)c1cccnc1 (configuration not stated)	-3	/	/	/	9	/	1
CC(=O)N(C)C[C@H]1Oc2cc(C3=CCCCC3)ccc2S(=O)(=O)N([C@H](C)CO)C[C@@H]1C	1[16.7 µM]	-1.8	/	/	-2	-8	/
CCC(C)(C)NC(=O)C(c1ccc(O)cc1)N(Cc1ccco1)C(=O)CCC(=O)Nc1ccccn1 (configuration not stated)	-6	-0.2	-5	13	-12	-4	-3
COCCN1CCn2c(nc3cc([N+](=O)[O-])ccc32)C1	/	0.2	-4	4	-7	-12	6
CN(C)CCN(C(=O)c1cccc(Cl)c1)c1nc2c(Cl)cccc2s1	-2	/	/	-4	-20	/	-8
N#C[C@@H]1[C@@H](c2ccc(-c3cncnc3)cc2)[C@H](CO)N1C(=O)CN1CCOCC1	/	2.1	17	-1	6	1	-14
O=S(=O)(Cc1ccccc1)Nc1cccc(Br)c1	/	-1.9	-1	-13	/	0	2
Cc1ccc(S(=O)(=O)N2CCN(C(=O)c3ccc(Cl)nc3)CC2)cc1	/	1.7	-1	-6	0	0	-6
COc1cccc(NC(=O)C[C@@H]2CC[C@@H]3[C@@H](COc4ccc(NC(=O)c5ccccc5F)cc4C(=O)N3C)O2)c1	12[16.7 µM]	0.4	-8	-10	-7	17	-3
CN1CCN(C(=S)NC(=O)c2ccc(Cl)cc2)CC1	-1	0.3	-1	-19	1	-5	0
COc1cccc(SCc2noc(C(=O)NC(C)C)c2C(=O)NC(C)C)c1	/	0.6	5	-15	-40	4	-9
COc1cccc(Cn2cnc3c(NS(=O)(=O)c4ccc(Cl)cc4)c(C)c(C)cc32)c1	-11	/	/	/	2	/	3
CN(C)/C=C/C(=O)c1ccc2noc(-c3ccc(F)cc3)c2c1	-13	-4.2	2	-11	4	-10	18
Cn1cnc(S(=O)(=O)N2CC[C@@H]3[C@@H](CO)Nc4ccc(-c5ccccc5)cc4[C@@H]32)c1	1[16.7 µM]	-1.1	0	-7	3	-5	0
Cc1ccc(S(=O)(=O)c2nc(-c3ccccc3)oc2N2CCC(C(N)=O)CC2)cc1	/	1.4	6	7	-4	6	17
COc1ccc(-c2cc(=O)oc3cc(OCC(=O)NCC4CCC(C(=O)O)CC4)ccc23)cc1 (configuration not stated)	-1	1.5	19	/	14	-2	/
CCCn1cnnc1CNC(=O)[C@H]1O[C@@H](n2ccc(N)nc2=O)[C@H](O)[C@@H]1O	/	-0.7	-3	-10	8	-3	-4
O=S(=O)(NCC(c1ccco1)N1CCN(c2ccccc2F)CC1)c1ccc2c(c1)OCCO2 (configuration not stated)	/	/	/	11	-26	/	14
C[C@@H]1CN([C@H](C)CO)C(=O)c2cc(NC(=O)CCN3CCOCC3)ccc2O[C@@H]1CN(C)S(=O)(=O)c1ccc(F)cc1	9[16.7 µM]	-0.2	1	-13	37	1	/
COc1ccc(COC(=O)CN2C(=O)NC3(CCCC3)C2=O)cc1F	/	2.7	4	-12	3	3	-3
CCOc1ccc(NC(=O)NCCCCc2ccccc2)cc1	/	-0.9	2	3	15	1	3
CCS(=O)(=O)Nc1ccc2c(c1)C(=O)N(C)[C@@H]1CC[C@@H](CC(=O)N3CCCCC3)O[C@@H]1CO2	-5[16.7 µM]	-0.6	-1	-9	-3	-2	-6
CCC(=O)Nc1ccc2c(c1)C(=O)N(C)[C@@H]1CC[C@@H](CC(=O)N[C@@H](C)c3ccccc3)O[C@H]1CO2	-4[16.7 µM]	0.2	-3	-12	6	4	21
CC(C)CN(C(=O)C1CCCCC1)C1CCS(=O)(=O)C1 (configuration not stated)	1	4.6	-1	-8	41*	1	-7
COc1ccccc1NC(=O)N1CC(=O)N2[C@H](C1)[C@H](c1ccc(-c3cccc(C)c3)cc1)[C@@H]2CO	/	0.6	-8	/	-2	-5	6
O=C(COC(=O)c1ccccc1F)NCc1ccc2c(c1)OCO2	4	-1.0	-7	3	4	-1	/
COCC(=O)N1C[C@H](C)[C@@H](OC)CN(C)C(=O)c2cc(NC(=O)c3ccccc3)ccc2OC[C@@H]1C	/	-3.8	9	13	2	3	4
CN1CCN(C(=O)c2ccc(N3CCCC3=O)cc2)CC1	3	/	/	0	/	/	-5
Cn1cc(C(=O)O)c(-c2ccc3c(c2)OCCCO3)n1	-2	-1.1	-1	0	10	-7	4
O=C(CSc1ncccn1)NC(=O)Nc1ccc2c(c1)OCCO2	-9	0.9	-2	-34	3	-15	-1
CCc1cc(=O)[nH]c(SCCC(F)=C(F)F)n1	-1	-0.4	?	-17	/	3	-16
CC(C)(C)OC(=O)N1CCC(NC(=O)c2nc[nH]c2C(=O)NC2CCN(C(=O)OC(C)(C)C)CC2)CC1	0	-0.8	-7	15	-20	-7	-3
COc1ccc(C(=O)N/N=C/c2ccccn2)cc1OC	-5	-1.9	11	-19	-4	6	/
Cc1cccc(CC(=O)c2c[nH]c3ccccc23)c1	-2	1.8	-4	-32	17	-25	-8
CCn1nnnc1SCC(=O)Nc1cccc(NC(C)=O)c1	3	/	/	17	/	/	4
COCc1cc(=O)[nH]c(-c2csc(C)n2)n1	/	2.0	2	7	0	7	1
CC(C)NC(=O)N1[C@H](CO)[C@H](c2ccccc2-c2ccc(F)cc2)[C@@H]1C#N	/	-0.9	-2	/	-11	13	-11
CCc1[nH]c(=S)c(C#N)c2c1CCCC2	/	/	/	7	9	/	0
Cc1ccc(Cn2c(O)c(N=NC(=S)Nc3ccccc3F)c3ccccc32)cc1	/	3.2	-10	32	2	44	8
COC(=O)c1c(NC(=O)C(Cl)Cl)sc2c1C(C(=O)OC)CC2 (configuration not stated)	/	0.2	122*	64*	-1	38	18
CO[C@@H]1CN(C)C(=O)c2ccc(NC(=O)C3CCC3)cc2OC[C@@H](C)N(C(=O)Nc2ccc(C(F)(F)F)cc2)C[C@H]1C	0[16.7 µM]	1.3	-4	20	/	-1	/
C=CCCN(CC#C[C@H]1Oc2ccccc2S(=O)(=O)N2CCC[C@@H]12)S(=O)(=O)c1ccc(C)cc1	/	1.4	-8	9	/	9	/
CCCCNC(=O)C(NC(=O)c1ccccc1)C(=O)c1ccccc1 (configuration not stated)	/	2.0	-2	7	11	-1	8
COc1ccc(CNC(=O)C[C@@H]2CC[C@@H](NC(=O)Nc3ccc4c(c3)OCO4)[C@H](CO)O2)cc1	/	-3.1	13	-8	0	-3	3
Fc1ccc(CNc2nc3ccccc3n3cnnc23)cc1	0	-2.0	?	-4	1	-9	5

(more compounds)
SMILES	miR122 inh	F508del corr	DENV2 CPE rescue	PAX8 inh HTS	INS-1E GSIS act	EWS-Fli inh	FN deposit inh
CC(=O)c1cnn(-c2ccc(Cl)c(Cl)c2Cl)c1C	10	-0.1	2	-21	-15	1	18
C(=N\Nc1nc(Nc2ccccc2)nc(Nc2ccccc2)n1)/c1ccncc1	-3	-2.3	-3	7	11	10	/
Cc1ccc(C)c(NC(=O)CCN2CCCC(C)C2)c1 (configuration not stated)	-5	-1.0	13	-3	9	8	10
Cc1ccc2cccc(Oc3ncnc4scc(-c5ccccc5)c34)c2n1	5	/	0	19	9	12	4
CCCC(=O)Nc1ccc2c(c1)C(=O)N(C)C[C@@H](OC)[C@H](C)CN(Cc1ccncc1)[C@@H](C)CO2	5[16.7 µM]	0.9	/	/	4	-2	-12
COc1ccc(N(C)S(=O)(=O)c2cccc3cccnc23)c(OC)c1	49	4.0	/	/	6	-1	/
CN(C)C(=O)/C(=C\c1cccc(Oc2ccccc2)c1)NC(=O)c1ccccc1	-6	0.3	-19	-9	-5	8	-6
COc1cccc(NC(=O)c2cccc(N3C(=O)C4CCC(C)CC4C3=O)c2)c1 (configuration not stated)	/	-1.3	1	-2	-22	9	14
CC(=O)NCc1ccc(OCCCN2CCC(C(O)(c3ccccc3)c3ccccc3)CC2)cc1	/	0.0	11	7	-41	-1	2
Cc1nn(-c2ccccc2)c(Cl)c1/C=N/NC(=O)CNc1n[nH]c(=O)[nH]c1=O	/	-3.6	-5	-9	-3	13	/
CN1c2ccc(C#Cc3cccnc3)cc2[C@H]2[C@H](CCN2C(=O)C2CC2)[C@@H]1CO	8[16.7 µM]	-1.3	4	-28	-1	-4	13
CCOC(=O)c1c(C(=O)OCC)c(C)n(Cc2cc(OC)c(OC)c(OC)c2)c1C	1	/	1	7	-13	4	4
CC(=O)c1ccc(OCc2cc(C(=O)N3CCN(C4CCCC4)C(=O)C3)no2)cc1	-5	4.5	12	-42	-4	-41	-8
C[C@@H]1CN([C@H](C)CO)C(=O)Cc2cc(NS(=O)(=O)c3ccc(Cl)cc3)ccc2O[C@H]1CN(C)Cc1ccc(C(=O)O)cc1	-3[16.7 µM]	-0.1	15	/	13	-4	/
COC(=O)C[C@H]1C[C@@H]2c3cc(NC(=O)C4CCC4)ccc3O[C@@H]2[C@H](CO)O1	-3[16.7 µM]	-2.8	-2	-10	14	-1	10
